High-throughput results deposited in PubChem BioAssay by National Center for Advancing Translational Sciences (NCATS).
PLK1 PBD inh = PLK1 (human) polo-box domain binding inhibition; P53350; Plk1 PBD binding of FITC phosphopeptide, fluorescence polarization; Potency, µM, inactives show max response, negative = inhibition, most hits filed as inhibitors; actives 2.8% (n = 360,000); further: potency means the concentration at half of the fitted maximal effect; series mostly up to about 57 µM; on the % scale 0 is the no-effect control and ±100 the full control effect; nearly all actives have a fitted effect of over 65% in size
Target sequence (P53350 whole entry, looked up, the tested form may be a part): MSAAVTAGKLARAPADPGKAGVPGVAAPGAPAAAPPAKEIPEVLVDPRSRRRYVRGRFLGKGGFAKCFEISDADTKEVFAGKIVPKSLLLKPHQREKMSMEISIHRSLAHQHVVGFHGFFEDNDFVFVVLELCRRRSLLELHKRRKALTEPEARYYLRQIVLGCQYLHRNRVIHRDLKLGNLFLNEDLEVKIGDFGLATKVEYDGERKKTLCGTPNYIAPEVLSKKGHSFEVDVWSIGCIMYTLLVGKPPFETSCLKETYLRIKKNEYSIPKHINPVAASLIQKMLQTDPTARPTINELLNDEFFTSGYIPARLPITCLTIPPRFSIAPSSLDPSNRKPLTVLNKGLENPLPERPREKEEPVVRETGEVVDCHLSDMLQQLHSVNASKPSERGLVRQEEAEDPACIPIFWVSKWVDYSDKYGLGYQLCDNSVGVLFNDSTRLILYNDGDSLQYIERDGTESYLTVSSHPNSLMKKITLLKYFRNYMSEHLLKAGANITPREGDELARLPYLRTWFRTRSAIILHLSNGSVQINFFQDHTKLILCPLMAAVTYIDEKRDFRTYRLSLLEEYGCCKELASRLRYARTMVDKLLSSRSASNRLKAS
IL-2 act = IL-2 activation | IL-2 activation reporter assay, cell-based qHTS; stimulated with anti-CD3/CD4/CD28 beads; in transgenic mouse T cells | activation, % (series mostly up to about 46 µM) | actives 0.065% (n = 360,000); in the data active means activation above about 50%; inconclusive means mostly about 30% to 49%; further: 0% is about no effect
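Readout: EGFP and DsRed signals by fluorescent plate cytometry. Unstimulated transgenic mouse T cells received compound 60 min before antibody-bead stimulation, then incubated 18 h at 37 degrees C.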
WRN helicase inh = inhibitors of human WRN helicase. AID 651768. actives 0.46% (n = 360,000). Q14191. WRN helicase unwinding, fluorescent forked duplex, kinetic. Potency, µM (titrated, usually from 114 µM), for inactives: top-dose activity change, negative = inhibition, hits mostly inhibitors; further: potency means the concentration at half of the fitted maximal effect; on the % scale 0 is the no-effect control and ±100 the full control effect; nearly all actives have a fitted effect of over 55% in size
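Fluorescence dequenching readout, ex 525 nm/em 598 nm, kinetic mode: forked duplex DNA (100 nM final) with adjacent fluorophore and quencher unwound by WRN (20 nM final) with 2 mM ATP. Compound preincubation 15 min, room temperature.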
EPAC1 antagonist = antagonists of human EPAC1; EPAC1 GEF assay, Rap1b-BODIPY-GDP exchange fluorescence; Potency, µM (top dose mostly 115 µM), for the others: at the top dose activity change, negative = inhibition, most hits filed as inhibitors; actives 0.14% (n = 360,000); AID 720709;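 further: potency means the concentration at half of the fitted maximal effect; plate controls were vehicle for no effect and positive control for full effect; nearly all actives have a fitted effect of over 50% in size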
aSyn yeast inh = inhibitors of alpha-synuclein toxicity in yeast; Yeast expressing alpha-synuclein, growth rescue, BacTiter-Glo, 24 h; Potency, µM (titrated, usually from 46.1 µM), without a hit: top-dose growth rescue (activation), most hits filed as activators; actives 0.14% (n = 370,000); further: potency means the concentration at half of the fitted maximal effect; % of control where 0% means no effect; nearly all actives have a fitted effect of over 65% in size
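Galactose-induced alpha-syn yeast (OD600=0.02, raffinose-pregrown) + pinned cpd, 24 hr, 30 deg C; growth by BacTiter-Glo luminescence. Growth restoration scores as activation.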
FUS yeast rescue = suppressors of FUS proteinopathy in yeast | S. cerevisiae FUS-expressing, growth rescue, OD600, 24 h | Potency, µM (titrated, usually from 76.6 µM), without a hit: at the highest dose growth rescue (activation), hits mostly activators | actives 0.24% (n = 390,000);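 further: potency means the concentration at half of the fitted maximal effect; plate controls were DMSO vehicle for no effect and reference control for full effect; nearly all actives have a fitted effect of over 55% in size; some results filed as inactive show a strong effect at the top dose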
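Yeast FUS proteinopathy model; galactose-induced FUS (2%), starting OD 0.005. Cpds in dilution series, 24hr, 30C, 99% humidity. Abs 600 nm growth. Pos ctrl CP55940 (top 92uM final); neg ctrl DMSO.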
PI5P4K alpha inh = PI5P4K alpha (human) kinase inhibition | AID 652105 | P48426 | actives 1.2% (n = 330,000) | PI5P4Kalpha enzyme, ADP-Glo luminescence, 60 min; active compounds read low | max response, %; active means max response of -50% or lower; inconclusive means between -30% and -50%; inactive means -30% or higher; further: value at the top dose of about 77 µM; on the % scale 0 is the no-effect control and ±100 the full control effect
Target sequence (P48426 whole entry, looked up): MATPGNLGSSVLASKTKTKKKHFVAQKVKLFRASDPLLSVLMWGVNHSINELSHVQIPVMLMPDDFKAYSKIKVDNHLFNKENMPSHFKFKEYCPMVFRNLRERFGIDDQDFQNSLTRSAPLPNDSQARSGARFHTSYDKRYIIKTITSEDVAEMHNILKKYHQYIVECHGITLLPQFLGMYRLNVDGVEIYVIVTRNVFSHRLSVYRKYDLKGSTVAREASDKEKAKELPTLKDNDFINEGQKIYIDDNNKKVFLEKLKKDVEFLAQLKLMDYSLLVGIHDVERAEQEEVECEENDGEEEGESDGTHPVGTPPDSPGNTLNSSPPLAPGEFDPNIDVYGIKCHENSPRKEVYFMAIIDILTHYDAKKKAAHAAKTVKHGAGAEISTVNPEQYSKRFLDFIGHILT
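Compounds were pin-transferred onto PI5P4Kalpha and substrate in HEPES pH 7.4 buffer with EGTA, CHAPS and 5% DMSO. ATP (5 microM final) started the reaction, which ran 60 minutes at room temperature before ADP-Glo detection.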
Abeta yeast res = compounds reversing amyloid beta toxicity in yeast | yeast expressing A-beta42, growth rescue, OD600, 48 h; response scale: 0% DMSO, 100% iron-clioquinol control | Potency, µM (titrated, usually from 46.1 µM), for inactives: at the highest dose growth rescue, usual class: activators | actives 0.063% (n = 410,000) | AID 1347071; further: potency means the concentration at half of the fitted maximal effect; nearly all actives have a fitted effect of over 55% in size
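Yeast A-beta toxicity model in growth medium with pinned compounds, 48 h at 30 C; growth read as absorbance at 600 nm. Normalized to FeCl3/clioquinol equimolar mix (positive) and DMSO (negative).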
EPAC1 agonist = activates human EPAC1 exchange factor; O95398; EPAC1 agonist qHTS, biochemical assay; response scale: 100% = response to 6.5 mM cAMP; Potency, µM (series often up to 154 µM), for inactives: at the top dose activation, hits mostly activators; actives 0.073% (n = 360,000); further: potency means the concentration at half of the fitted maximal effect; nearly all actives have a fitted effect of over 60% in size
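Compounds were pinned as a concentration titration into mixtures of EPAC1 (100 nM), BODIPY-GDP-loaded Rap1B (250 nM) and GDP (50 uM). After 5 min at room temperature, fluorescence was followed for 30 min; activity was scaled to 6.5 mM cAMP.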
An asterisk follows results filed as active; u = inconclusive; x = no result given; & = joins results of further samples; [ ] = remark or other dose. Unless noted, the call rests on the fitted dose curve; in most records, active means well fitted curve in the direction sought with a large enough effect; inconclusive means small, poorly fitted or top-dose-only effect, or another doubt; inactive means no such curve, though single readings can be large; an effect the other way counts as inactive or inconclusive.

Compound	PLK1 PBD inh	IL-2 act	WRN helicase inh	EPAC1 antagonist	aSyn yeast inh	FUS yeast rescue	PI5P4K alpha inh	Abeta yeast res	EPAC1 agonist
CC(C)NC(=O)Cn1cc(C#N)c2cc(Br)ccc21	-10%	-1.3	-6%	-6%	1%	19%	x	-15%	5%
Cc1cc2c(cc(C(=O)N3CCC(C(=O)NC4CCCC4)CC3)n2Cc2c(F)cccc2Cl)o1	-9%	-1.8	1%	8%	-8%	-10%	3	-7%	-1%
O=C(CCCCn1c(=O)c2ccccc2n(Cc2ccccc2F)c1=O)NC1CCN(Cc2ccccc2)CC1	1%	2.4	-4%	-10%	-4%	12%	-5	-7%	3%
CCn1ccnc1C(O)c1ccccc1OC (stereo not given)	-3%	0.5	-10%	1%	0%&-9%	5%	x	13%	-4%
CC(C)c1ccc(NS(=O)(=O)c2ccc(N3C(=O)CCC3=O)cc2)cc1	-9%	1.8	-5%	-24%	6%	15%	-1	20%	13%
CC(=O)c1ccc(NCC(=O)N2CCN(S(=O)(=O)c3ccccc3)CC2)cc1	3%	-0.2	1%	-1%	8%	11%	-1	3%	4%
OCC1(CCc2ccccc2)CCCN(CCCC(F)(F)F)C1 (stereo not given)	-7%	-0.4	-10%	-13%	-7%	-7%	3	-10%	-2%
c1ccc(-c2nn(-c3ccccc3)[n+](-c3ccccc3)n2)cc1	-6%	-0.6	4%	-4%	10%	x	2	-71%[inhibitor]	4%
C[C@]12CCC(=O)C=C1CC[C@@H]1[C@@H]2[C@@H](O)C[C@]2(C=O)[C@@H](C(=O)CO)CC[C@@H]12	-4%	-0.5	-4%	-10%	2%	-42%	0	-8%	7%
COCCNC(=O)c1ccc(-n2c(SCc3cccnc3)nc3ccccc3c2=O)cc1	-13%	3.3	3%	-2%	1%	22%	-7	-3%	7%
CN(CCCn1ccc(N)nc1=O)Cc1ccco1	-4%	3.3	2%	-11%	7%	-23%	3	5%	-3%
Cc1ccc(C(=O)Nc2ccccc2C(=O)N2CCCC(C)C2)cc1 (stereo not given)	0%	-1.1	-5%	7%	-9%	x	1	-12%	-1%
COc1ccc(OC)c(NC(=O)CCN2CCN(c3ccccc3)CC2)c1	-9%	-1.7	-7%	4%	0%	22%	x	4%	6%
CC(C)C[C@H](NC(=O)OC(C)(C)C)c1nnc(SCc2ccccc2)o1	-13%	-5.7	-10%	u	0%	18%	-4	36%	0%
O=[N+]([O-])CC(c1ccccc1)c1c[nH]c2ccccc12 (stereo not given)	-7%	-0.6	-5%	-17%	27%	3%	2	u	1%
O=C(O)C(c1ccccc1)C(c1ccccc1)c1ccccc1 (stereo not given)	-2%	-2.6	-9%	-12%	1%	-2%	-2	17%	0%
Cc1ccc(NC(=O)Cc2cc(C(=O)O)c3ccccc3n2)c(C)c1	-10%	-1.0	1%	-34%	1%	4%	1	-31%	5%
O=C(Nc1nc2ccccc2n1CCN1CCOCC1)c1ccccc1	-4%	-1.0	-4%	-8%	-1%	4%	0	-4%	0%
CC(C)(C)OC(=O)[C@H]1[C@H](c2ccc([N+](=O)[O-])cc2)C2(C(=O)c3ccccc3C2=O)C2c3ccccc3C=NN21 (stereo not given in full)	-9%	-4.0	-26%	u	1%	x	-7	-10%	10%
Cc1ccccc1Cn1nc(C)c(NC(=O)c2cc(-c3ccco3)on2)c1C	-6%	-0.7	-1%	-7%	-2%	26%	-10	18%	-11%
CC1CCCCN1S(=O)(=O)c1cnc(Cl)c(Br)c1 (stereo not given)	-20%	-1.1	2%	-11%	15%	x	11	-4%	3%
Nc1nccnc1C(=O)N/N=C/c1ccco1	-2%	-0.8	-11%	-12%	2%	0%	-15	3%	7%
COc1ccc(CN2CCC(n3nccc3NC(=O)CCCc3ccccc3)CC2)cc1C	-6%	-2.4	-11%	-1%	4%	23%	1	9%	6%
Cn1nnnc1NCc1ccc(Cl)cc1	-3%	-0.8	-3%	-9%	1%	-9%	-9	-20%	3%
COc1ccc(C2C(C(=O)N3CCN(c4ccccc4)CC3)c3ccccc3C(=O)N2C)cc1 (stereo not given)	-10%	-0.5	-6%	-11%	25%	22%	0	7%	1%
Cc1cc(-c2cccs2)n[nH]1	-9%	0.3	-9%	6%	-5%	0%	11	5%	5%
Cc1nn(C)c(=O)n1-c1ccc(OCc2ccccc2)cc1	-3%	-1.3	2%	11%	-8%	14%	x	-4%	-5%
O=C(NCc1ccc(Cl)cc1)c1cc2c(s1)CS(=O)(=O)C2	-18%	-2.1	-2%	6%	1%	12%	-20	-7%	11%
CCC(=O)c1ccc(N2CCN(C(=O)c3cc([N+](=O)[O-])ccc3F)CC2)c(F)c1	-1%	4.6	5%	4%	6%	19%	1	11%	11%
CCCC(C)NC(=O)c1ccc(C2SCC(=O)N2Cc2ccco2)cc1 (stereo not given)	-5%	0.5	4%	5%	2%	-2%	-6	2%	-17%
CCCCCCCN1C(Nc2ccccc2)=NC[C@@H]1CC(C)C	-12%	-5.0	3%	u	10%	2%	-3	-1%	-2%
CCN1C(=O)[C@H]2[C@@H](c3ccc(C)cc3)N[C@]3(CCCN(Cc4ccc(C)cc4)C3=O)[C@H]2C1=O	-7%	-4.3	-5%	6%	-4%	-11%	u	6%	-31%[inhibitor]
O=C1NC2(CCCCCC2)C(=O)N1Cc1c(F)cccc1Cl	-3%	-1.7	-2%[57.1 µM]	15%	-2%	9%	7	14%	-7%
Nc1nc(C2CC(=O)OC23CCCCC3)cs1 (stereo not given)	0%	0.4	-6%	-5%	0%	3%	2	9%	1%
Cc1ccc(S(=O)(=O)NCCc2cn3nc(C)c(C)nc3n2)cc1C	3%	0.8	-3%	16%	-6%	-19%	0	-3%	-9%
CC(Oc1ccccc1)c1ccnc2nc(N3CCOCC3)nn12 (stereo not given)	-22%	-3.5	4%	u	1%	10%	-1	4%	3%
Cc1ccc(NS(=O)(=O)c2c(C)[nH]c(C)c2C(=O)N2CCCC2)cc1	-15%	-1.9	5%	-14%	-10%	1%	4	14%	1%
CCCCC(=O)c1ccc(O)cc1O	-25%	1.9	2%	2%	12%	0%	11	-1%	4%
CCn1cc(C(=O)O)c(=O)c2cc(F)c(N3CCN(C(=S)NC(=O)c4ccc(OC)cc4)CC3)cc21	4%	0.2	5%	-3%	-4%	-22%	-4	-13%	-8%
CCOC(=O)N1CCC(NC(=O)CCc2c(C)nc3nc(C)nn3c2C)CC1	2%	-0.4	5%	-14%	5%	x	-1	3%	1%
COC(=O)c1ccc(NC(=O)Nc2ccc([N+](=O)[O-])cc2)cc1	-2%	0.6	-2%	8%	-1%	-16%	4	-11%	2%
CCOC(=O)c1c(-c2ccc(F)cc2)csc1NC(=O)CCN1C(=O)c2ccccc2C1=O	-3%	-1.7	0%	3%	-9%	23%	-11	-14%	1%
COc1ccc(CSc2nc3ccccc3[nH]2)cc1	-17%	-3.3	-1%	-8%	-12%	12%	-9	-28%	9%
c1ccc(C(=NNc2nc3ccccc3s2)c2ccccn2)cc1	-7%	-5.6	u	2%	-6%	x	18	-69%[inhibitor]	29%
Cc1ccc(S(=O)(=O)N2CCN(C(=O)C3COc4ccccc4O3)CC2)cc1C (stereo not given)	-4%	0.3	-3%	-19%	5%	7%	x	7%	27%
CCOc1ccc(C2CC(=O)NC3=C2C(=O)CCC3)cc1Cl (stereo not given)	-4%	0.7	1%	0%	7%	10%	1	21%	3%
CNS(=O)(=O)c1cc(C(=O)O)ccc1OC	27µM*	-0.9	-23%	14%	8%	-4%	-25	-10%	8%
Cc1ccc(S(=O)(=O)N2CCN(C(=O)CCc3c[nH]c4ccccc34)CC2)c(C)c1	3%	-1.5	-14%	-24%	13%	x	1	-8%	2%
COc1ccc(OC)c(-c2cc(C(=O)NC3CCCC3)c3ccccc3n2)c1	-2%	-3.3	-30%	10%	-3%	x	-7	6%	4%
COc1ccc(CCN2C(=NC(=O)CC(C)C)SC3CS(=O)(=O)CC32)cc1 (stereo not given)	-1%	-3.1	-3%	-3%	1%	-8%	x	-1%	-7%
Cc1ccc(C2(C)NC(=O)N(CC(=O)Nc3cccnc3Cl)C2=O)cc1 (stereo not given)	-20%	-2.1	-3%	-8%	-5%	13%	2	8%	4%
Cc1ccc(N2CC(C(=O)Nc3cc(C)on3)CC2=O)c(C)c1 (stereo not given)	0%	2.2	-14%	-3%	1%	0%	-3	-7%	-4%
CC(C)(C)C(=O)NNC(=O)c1ccc(Oc2cc(Cl)cc(Cl)c2)o1	0%	0.3	-11%	2%	1%	-4%	-6	8%	5%

Part of the list above in order of number of heavy atoms, smallest number first:
Compound	PLK1 PBD inh	IL-2 act	WRN helicase inh	EPAC1 antagonist	aSyn yeast inh	FUS yeast rescue	PI5P4K alpha inh	Abeta yeast res	EPAC1 agonist
Nc1nc(C2CC(=O)OC23CCCCC3)cs1 (stereo not given)	0%	0.4	-6%	-5%	0%	3%	2	9%	1%
COc1ccc(CCN2C(=NC(=O)CC(C)C)SC3CS(=O)(=O)CC32)cc1 (stereo not given)	-1%	-3.1	-3%	-3%	1%	-8%	x	-1%	-7%
CCN1C(=O)[C@H]2[C@@H](c3ccc(C)cc3)N[C@]3(CCCN(Cc4ccc(C)cc4)C3=O)[C@H]2C1=O	-7%	-4.3	-5%	6%	-4%	-11%	u	6%	-31%[inhibitor]
